Compound activity (PubChem BioAssay)
GlmU inhibition = inhibition of mycobacterial GlmU enzyme – biochemical, glucosamine-1-phosphate acetyltransferase (AID 1376). M. tuberculosis GlmU acetyltransferase enzyme assay; higher % means a stronger effect. inhibition, %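 (tested at 30 µM in the primary screen)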; hits with a dose series show IC50 in µM. 220,000 tested, 0.25% active; in the data active means inhibition above about 13%;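 further: 0% = complete reaction with vehicle and 100% = reaction without substrate; strong numbers were not always called active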
RmlCD inh 1536 = blocks M. tuberculosis RmlC and RmlD coupled enzymes; P9WH09+P9WH11; RmlC+RmlD coupled enzyme assay, percent inhibition; primary screen in compound mixtures; inhibition, % at 3.6 µM; 160,000 tested, 0.03% active; AID 1533; in the data active means inhibition mostly above about 34%, no sharp cut-off; further: some results filed as inactive read as strong as hits
Target sequence (P9WH09 whole entry, looked up): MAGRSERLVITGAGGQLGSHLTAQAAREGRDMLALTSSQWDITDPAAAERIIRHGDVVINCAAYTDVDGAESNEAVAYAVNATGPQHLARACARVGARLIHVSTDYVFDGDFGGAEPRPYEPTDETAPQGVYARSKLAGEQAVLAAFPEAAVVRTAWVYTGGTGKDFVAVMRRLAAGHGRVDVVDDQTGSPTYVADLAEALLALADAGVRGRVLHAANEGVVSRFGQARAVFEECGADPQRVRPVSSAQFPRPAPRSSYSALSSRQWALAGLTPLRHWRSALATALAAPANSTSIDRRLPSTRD
Target sequence (P9WH11 whole entry, looked up): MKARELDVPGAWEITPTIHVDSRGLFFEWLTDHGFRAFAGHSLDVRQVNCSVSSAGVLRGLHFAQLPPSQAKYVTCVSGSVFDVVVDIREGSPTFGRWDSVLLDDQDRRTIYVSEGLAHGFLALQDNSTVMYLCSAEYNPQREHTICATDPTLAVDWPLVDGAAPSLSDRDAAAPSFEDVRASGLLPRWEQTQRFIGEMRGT
* hit, by the source's call; / = not tested or not shown. A portion of the library, so the mix of outcomes need not match the whole.

A first look:
| Structure | RmlCD inh 1536 | GlmU inhibition |
| --- | --- | --- |
| Cc1c(Cl)cccc1NC(=S)N(CCCN1CCOCC1)Cc1cccs1 | 8 | 3.7% |
| CCCCOc1ccc(N(CC(=O)NC2CCCC2)C(=O)CCC(=O)Nc2ccccn2)cc1 | / | 0.3% |

All compounds of this part, repeating the preview:
| Structure | RmlCD inh 1536 | GlmU inhibition |
| --- | --- | --- |
| Cc1c(Cl)cccc1NC(=S)N(CCCN1CCOCC1)Cc1cccs1 | 8 | 3.7% |
| CCCCOc1ccc(N(CC(=O)NC2CCCC2)C(=O)CCC(=O)Nc2ccccn2)cc1 | / | 0.3% |
| CCC(=O)Nc1cccc(C(=O)OCC(=O)c2ccccc2Cl)c1 | / | 3.7% |
| O=C(NCCc1ccccc1)c1ccc(-n2cnnn2)cc1 | 11 | -4.1% |
| COc1cc2c(cc1OC)C(C(=O)N(C)Cc1ccccc1)C(c1cccnc1)N(C)C2=O (stereo not drawn) | -11 | 6.3% |
| O=C(CN1CC(=O)Oc2ccccc21)OCC(=O)c1ccccc1 | 3 | -0.1% |
| O=S(=O)(c1ccc(Br)cc1)N1CCn2c(nc3ccccc32)C1 | / | 5.4% |
| COc1ccc2c(OC)cc(-c3ccccc3)nc2c1 | / | 3.1% |
| CS(=O)(=O)N(CC(=O)N1CCN(Cc2ccccc2)CC1)Cc1ccccc1 | / | 4.7% |
| COc1ccc(Cn2c(=O)[nH]c3cc(C(=O)NCCc4ccc(S(N)(=O)=O)cc4)ccc3c2=O)cc1 | -8 | -2.5% |
| O=C(O)CCCCCN1C(=O)/C(=C\c2ccncc2)SC1=S | 6 | -1.9% |
| S=c1[nH]nc(-c2cccnc2)n1/N=C/C=C/c1ccccc1 | 1 | 4.1% |
| COc1cccc(Nc2c3c(nc4c(-c5ccccc5)c(C)nn24)CCC3)c1 | 8 | 2.9% |
| COc1ccc(OC)c(NC(=O)COC(=O)/C=C/c2ccccc2Cl)c1 | 9 | 4.5% |
| CSc1nnc(Cc2cc(=O)[nH]c(=O)[nH]2)n1-c1cccc(C)c1 | 14 | 1.0% |

Profiles from above. Order of values: RmlCD inh 1536, GlmU inhibition
CS(=O)(=O)N(CC(=O)N1CCN(Cc2ccccc2)CC1)Cc1ccccc1 is listed with /, 4.7%
COc1cc2c(cc1OC)C(C(=O)N(C)Cc1ccccc1)C(c1cccnc1)N(C)C2=O (stereo not drawn) is listed with -11, 6.3%
CCC(=O)Nc1cccc(C(=O)OCC(=O)c2ccccc2Cl)c1 is listed with /, 3.7%
CCCCOc1ccc(N(CC(=O)NC2CCCC2)C(=O)CCC(=O)Nc2ccccn2)cc1 is listed with /, 0.3%
S=c1[nH]nc(-c2cccnc2)n1/N=C/C=C/c1ccccc1 is listed with 1, 4.1%

Next part.
| Structure | RmlCD inh 1536 | GlmU inhibition |
| --- | --- | --- |
| Oc1c(C(c2cccs2)N2CCN(c3ccc(F)cc3)CC2)sc2ncnn12 (stereo not drawn) | 5 | 4.7% |
| N#Cc1ccc(Cl)cc1NC(=O)COC(=O)[C@H](CCC(N)=O)NC(=O)c1ccc(F)cc1 | -3 | 1.6% |
| Nc1[nH]n2c(=O)c3c(nc2c1N=Nc1ccccc1)CCCC3 | 4 | 4.8% |
| O=C(Nc1cccc(Cl)c1)Nc1ccc2c(c1)OCO2 | / | -2.5% |
| Cc1ccccc1-n1c(-c2cccnc2)n[nH]c1=S | / | -1.6% |
| O=C(COc1ccccc1Cl)N1CCCC1 | / | 5.3% |
| CCn1c(CNc2ccc(OC)cc2)nnc1SCC(=O)c1ccc(OC)cc1 | / | -3.2% |
| Cc1nn(C)cc1CN(C)C(=O)CC12CC3CC(CC(C3)C1)C2 | -8 | 3.4% |
| CCCC(=O)Nc1ccc(-c2csc(N/N=C\c3ccncc3)n2)cc1 | 81 | -6.8% |
| O=C(COc1ccccc1)Nc1ccc(S(=O)(=O)Nc2ncccn2)cc1 | 12 | -1.4% |
| CC1CCCCC12NC(=O)N(CC(=O)Nc1ccccc1N1CCOCC1)C2=O (stereo not drawn) | -10 | 0.5% |
| COc1ccc(C(=O)Nc2ccc(N3CCCC3)cc2)cc1 | / | 13%* |
| NC(=S)NNC(=O)c1ccccc1 | -6 | -6.3% |
| CCC(C)NS(=O)(=O)c1ccc(-c2csnn2)s1 (stereo not drawn) | 5 | -0.6% |
| CCCC1CCC(c2ccc(/C(N)=N/O)cc2)CC1 (stereo not drawn) | -14 | 0.3% |
| CCOC(=O)C1=C(C)NC(=O)NC1c1c(O)ccc2ccccc12 (stereo not drawn) | / | 2.5% |
| C[C@H](NC(=O)OC(C)(C)C)C(=O)N/N=C/c1ccc2nccnc2c1 | 36 | 4.9% |
| Cc1ccc(CSCCNS(=O)(=O)c2ccc(C)cc2)cc1 | -3 | 1.2% |
| CCOC(=O)N1CCC(NC(=O)CN2C(=O)COc3ccc(C(C)(C)C)cc32)CC1 | -5 | / |
| Cc1[nH]c(=O)[nH]c(=O)c1/C=N/NC(=O)[C@H](C)N | 9 | -1.4% |
| OCCN1CCN(Cc2cc(Br)cc(Br)c2O)CC1 | -5 | 1.8% |
| Cc1cnc(NC(=O)CN2CCN(c3ccccc3F)CC2)s1 | / | 8.2% |
| CS(=O)(=O)c1ccc(Cl)c(NC(=O)COC(=O)/C=C/c2cnc3ccccc3n2)c1 | -7 | -1.8% |
| CC(=O)Nc1nc2c(c3c1c(=O)oc1ccccc13)CCCC2 | -3 | -1.8% |
| O=C(COc1ccccc1)Nc1ccc(Cl)cc1Cl | 4 | -3.9% |
| OCC#CCSc1nnc(-c2ccccc2Br)o1 | 7 | 5.8% |
| O=C(Nc1cc(C(F)(F)F)ccc1N1CCOCC1)c1ccc(Cl)nc1 | 10 | -1.5% |
| CN(C)c1nc(N(C)C)nc(N2CC(=O)N(c3ccccc3)C2=N)n1 | / | -2.2% |
| Cn1c(=O)c(C(=O)CN2CCCCC2)c(N)n(Cc2ccccc2)c1=O | -6 | -0.4% |
| COc1cc(C(c2c(C)[nH][nH]c2=O)c2c(C)[nH][nH]c2=O)ccc1OS(=O)(=O)c1ccc(C)cc1 | -2 | 1.0% |
| CCOc1nc(-c2ccc(OC)cc2)ccc1-c1noc(-c2cccnc2)n1 | / | -0.9% |
| COc1ccc(OCC(=O)N2CCN(S(=O)(=O)c3ccc(Cl)cc3)CC2)cc1 | / | 3.0% |
| Cc1cccc(C)c1-n1c(SCC(=O)NCc2ccco2)nc2ccccc2c1=O | / | -2.7% |
| COc1ccc(CCNC(=O)CCCCCNc2nc(=S)[nH]c3ccccc23)cc1OC | / | 2.5% |
| Cc1cc(C)cc(NC(=O)c2nnn(Cc3cc(C)ccc3C)c2N)c1 | 9 | -3.5% |
| FC(F)(F)c1cccc(NC(=S)N2CCN(c3ccccn3)CC2)c1 | 8 | 1.7% |
| CC(C(c1cccs1)c1c(N)n(C)c(=O)n(C)c1=O)[N+](=O)[O-] (stereo not drawn) | -7 | 7.8% |
| O=C1CC(c2ccccc2)CC(O)=C1C=NCCN1CCN(Cc2ccccc2)CC1 (stereo not drawn) | 7 | -8.0% |
| O=C(/C=C/c1cccs1)c1ccc(Br)cc1 | 18 | 2.5% |
| Cc1cccc(C(=O)N/N=C/c2ccc(OCC(=O)N3CCCCC3)cc2)c1 | / | -0.7% |
| COC(=O)c1c(N2C(=O)CC(Sc3ncccc3C(=O)O)C2=O)sc(C)c1C (stereo not drawn) | -9 | 6.0% |
| CCNc1nc(NCC)n2c(SCC(=O)Nc3ccccc3)nnc2n1 | 8 | -2.1% |
| Cc1cc2cc(CNS(=O)(=O)c3ccccc3)ccc2n1C | 6 | 2.5% |
| O=C1c2ccccc2C(Nc2ccccc2F)N1c1cccnc1 (stereo not drawn) | -6 | -4.7% |
| COC(=O)c1cc(S(=O)(=O)Nc2nn(C)c3cccc(F)c23)oc1C | 1 | -3.0% |

Reformatted: entries from further up
Values run as follows: RmlCD inh 1536	GlmU inhibition
Cc1cccc(C(=O)N/N=C/c2ccc(OCC(=O)N3CCCCC3)cc2)c1
    /	-0.7%
COC(=O)c1c(N2C(=O)CC(Sc3ncccc3C(=O)O)C2=O)sc(C)c1C (stereo not drawn)
    -9	6.0%

Other results.
| Structure | RmlCD inh 1536 | GlmU inhibition |
| --- | --- | --- |
| COc1ccc(N2CCN(C(=O)C3CCCN(S(=O)(=O)c4cccc5cccnc45)C3)CC2)cc1 (stereo not drawn) | 19 | -1.1% |
| O=C1CCN2C=Nc3cccc4ccc1c2c34 | / | -2.7% |
| C=CCOC(=O)C1=C[C@H](c2ccc(Br)cc2)C[C@H](OCCCCO)O1 | / | -0.5% |
| CCOC(=O)CNC(=S)N(Cc1ccccc1)Cc1cccs1 | 2 | 7.3% |
| Cc1ccccc1Cn1c(CN2CCc3ccccc3C2)nc2c1c(=O)n(C)c(=O)n2C | -5 | -1.9% |
| OCCNCCNCc1ccc(-c2ccccc2)cc1 | 3 | 2.6% |
| O=C(CCn1cnc2ccccc21)N/N=C/c1ccccc1O | -12 | -3.5% |
| CN(C)C(C)(C)/C=C/C(O)(c1ccccc1)c1ccccc1 | 29 | 0.4% |
| COC(=O)CC(=O)CSc1nc(C)cc(C)c1C#N | / | -1.2% |
| COc1cc(/C=N/NC(=O)CNc2n[nH]c(=O)[nH]c2=O)ccc1OCc1ccccc1 | / | 6.0% |
| Cc1c(NC(=O)C2CCCN2C(=O)c2cccs2)c(=O)n(-c2ccccc2)n1C (stereo not drawn) | / | 3.0% |
| O=c1[nH]c2ccccc2nc1CCc1ccccc1 | -6 | -3.5% |
| COc1cc(C(=O)N/C(=C\c2cn(C)c3ccccc23)C(=O)NCCCO)cc(OC)c1OC | 7 | -2.9% |
| Cc1ccc(NS(=O)(=O)c2ccc(Cl)c(C(=O)Nc3ccccc3-c3nc4ccccc4[nH]3)c2)cc1C | / | -3.9% |
| Cc1cc(NC(=O)C2=C(O)c3ccccc3S(=O)(=O)N2C)no1 | / | -3.8% |
| O=c1c2c3c(sc2nc2n1CCCCC2)C(O)CCC3 (stereo not drawn) | 17 | -1.1% |
| O=C1C2C3C=CC(C4CC34)C2C(=O)N1/N=C/c1ccc(-c2ccc([N+](=O)[O-])cc2)o1 (stereo not drawn) | 1 | -0.5% |
| COc1nc(-c2ccccc2)ncc1S(=O)(=O)c1ccccc1 | 43 | -5.6% |
| CC(=O)Nc1cccc(N/C(N)=N/c2nc(C)cc(C)n2)c1 | -7 | 0.0% |
| Cc1cc(C)c[n+](-c2nc3ccccc3nc2[N-]S(=O)(=O)c2cccs2)c1 | 5 | 1.5% |
| COc1ccc(CC(=O)OCC(=O)Nc2cccnc2Cl)cc1OC | / | -7.0% |
| Cc1cc(C)c2c(N)c3ccccc3nc2n1 | 18 | -2.1% |
| O=C(Nc1cc(C(=O)N2CCCC2)ccc1N1CCCC1)c1ccccc1 | / | 0.7% |
| CCC(C)Nc1nc2c(c(=O)n(C)c(=O)n2C)n1Cc1ccc(F)cc1 (stereo not drawn) | / | 0.8% |
| COc1cc(C(=O)NCC(=O)OCCN2C(=O)c3ccccc3C2=O)cc(OC)c1OC | -3 | 3.6% |
| CCSC1=C(C#N)C(c2cccc(O)c2)CC(=O)N1 (stereo not drawn) | 11 | -2.9% |
| C=CCn1c(O)c(/C=N/N2CCCCC2c2cccnc2)c(=O)[nH]c1=S (stereo not drawn) | 9 | 3.1% |
| Cc1ccc(SC[C@H](CC(C)C)N2CCN(C)CCC2=O)cc1 | -9 | 5.0% |
| COc1cc(C(=O)Nc2ccc(S(=O)(=O)N3CCCCC3C)cc2)cc(OC)c1OC (stereo not drawn) | -3 | 1.0% |
| Cc1nnc(SCC(=O)Nc2ccc3c(c2)COC3=O)n1-c1ccccc1 | / | 0.6% |
| COC(=O)c1sc(NC(=O)c2ccc(C)o2)nc1C | / | -0.1% |
| CC(=O)Nc1c(O)nc(SCC(=O)Nc2c(C)cccc2C)[nH]c1=O | -6 | 0.0% |
| O=C1NC(=O)N(c2cccc(Cl)c2)C(=O)/C1=C\c1ccc(Sc2nc3ccccc3[nH]2)o1 | / | 22% |
| CCOc1cc2[nH]c(=S)n(CCCCC(=O)NCc3ccco3)c(=O)c2cc1OCC | -14 | -5.6% |
| Cn1ccc(NC(=O)Nc2cccc(C(F)(F)F)c2)n1 | 2 | -0.9% |
| O=C(c1cc2nc(-c3ccccc3)cc(-c3ccccc3)n2n1)N1CCCC1 | / | 3.5% |
| COc1ccc(Cn2nnnc2CN2CCC(O)(c3ccccc3F)CC2)cc1 | 1 | -4.7% |
| CNC(=O)c1cn(-c2ccccc2)c(=O)c2ccccc12 | 13 | 6.5% |
| O=C(NCC(c1ccc(F)cc1)N1CCOCC1)c1ccc(C(=O)c2ccccc2)cc1 (stereo not drawn) | / | -2.7% |
| CCOc1ccc2nc(N3CCC(C(=O)NCCCN4CCOCC4)CC3)sc2c1 | -11 | -1.2% |
| COc1ccccc1CC1C(=O)C2CCN1CC2 (stereo not drawn) | / | -5.2% |
| CCCOC1(NC(=O)c2ccccc2)C(C)=CC(=O)C=C1C | -6 | 4.2% |
| O=C(Cc1ccc(S(=O)(=O)N2CCOCC2)s1)Nc1ccccc1Br | / | 1.2% |
| CCOC(=O)C1=C(O)/C(=C/c2cc(OC)c(O)c(OC)c2)SC1=Nc1ccc(OC)cc1 | -8 | 5.0% |
| CCN(CC)S(=O)(=O)c1cc(C(=O)Nc2ccccn2)ccc1C | -6 | 1.5% |
| CCCN1CCC(NC(=O)CCc2nnc(Cc3cc(OC)ccc3OC)o2)CC1 | 1 | -0.2% |
| N#Cc1ccccc1Sc1ccccc1C(=O)Nc1ccccc1 | / | -3.3% |
| O=C(CNC(=O)c1cccs1)NCC(=O)OCc1ccc(F)cc1 | -2 | 0.4% |
| CCN(C(=O)COC(=O)c1cnc(C)cn1)C1CCCCC1 | 15 | 1.8% |
| CN(C)CC(C)(C)CNC(=O)c1cc(=O)c2ccccc2o1 | / | 1.0% |
| C=CCNC(=O)Nc1ccc(F)cc1F | 9 | -5.8% |
| NCCCC[C@H]1CNC(=O)C(=O)N1CC1CCCCC1 | -7 | -1.0% |
| CCCCCCNC(=O)CCNS(=O)(=O)c1ccc(C)cc1 | 1 | 3.6% |
